# HEK293 NFkB inh: lowers PMA/ionomycin-induced NF-kB signal in HEK293 cells. HEK-293 NF-kB luciferase reporter, luminescence. inhibition, % at 3 µM. 0.21% of 62,000 active. AID 465;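 active = inhibition above the mean of all tested compounds plus 3 SD, cut at about 40% in these data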;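 also: 0% = stimulated DMSO wells and 100% = 10 µM reference inhibitor 5653914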
#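 Signal: luciferase luminescence; Material: HEK-293 cells with stable firefly luciferase reporter driven by four HIV NF-kB elements; Probe or stimulus: PMA with ionomycin; Replication: tested once; Times: 1 h compound pretreatment, then 16 h stimulation at 37 °C, 5% CO2; Benchmarks: DMSO and 10 µM reference inhibitor; Evaluation: per-plate % inhibition versus controls.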
# Fluor 339 460: intrinsic fluorescence of library compounds, ex339/em460 – biochemical, MLSMR library, data from DPM-DC assay, artefact control, profiling panel | AID 709 | fluorescence fold increase at 10 µM | compound autofluorescence, ex339/em460 nm, NADH buffer; hits give high values; 1 = no-compound wells, NADH background | 5.5% of 65,000 active;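 active = at 10 µM, mean starting fluorescence two-fold or more over control wells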;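 also: signal is the first read of a kinetic run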
# tolC growth inh: growth inhibitors of E. coli BW25113 tolC mutant; 2.2% of 65,000 active; OD615; growth inhibition, % at 10 µM (by protocol);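 active = growth inhibition at or above a cutoff equal to the mean over every tested compound plus 3 SD, cut at about 60% in these data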;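 also: growth measured after 20 h incubation at 37 °C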
#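 Test system: E. coli BW25113 ΔtolC::kan bacteria; incubation: 37 °C, 20 h exposure; medium: LB broth supplemented with 50 µg/mL kanamycin; read-out basis: percent growth inhibition; signal: A615 absorbance measurement; compound: 10 µM final, single dose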
# NADH coupling: blocks coupling enzymes of NAD/NADH assays; 0.02% of 65,000 active; coupled PK/LDH NADH assays, four targets; AID 774; IC50, µM (titrated, usually from 10 µM), without a hit: at the highest dose inhibition;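 active = single-dose screening hits from any of four coupled enzyme assays that gave an IC50 when retested across doses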;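 also: the DPM-DC format reads NADH fluorescence rather than 340 nm absorbance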
# JNK3 inh: blocks human JNK3 kinase activity | 0.61% of 60,000 active | inhibition, % at 8 µM | purified JNK3 kinase activity, HTS | P53779; in the data active = inhibition above about 17%;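 also: 0% = DMSO and 100% = reference inhibitor; many of its hits are not listed in these tables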
# Target sequence (P53779 whole entry, looked up): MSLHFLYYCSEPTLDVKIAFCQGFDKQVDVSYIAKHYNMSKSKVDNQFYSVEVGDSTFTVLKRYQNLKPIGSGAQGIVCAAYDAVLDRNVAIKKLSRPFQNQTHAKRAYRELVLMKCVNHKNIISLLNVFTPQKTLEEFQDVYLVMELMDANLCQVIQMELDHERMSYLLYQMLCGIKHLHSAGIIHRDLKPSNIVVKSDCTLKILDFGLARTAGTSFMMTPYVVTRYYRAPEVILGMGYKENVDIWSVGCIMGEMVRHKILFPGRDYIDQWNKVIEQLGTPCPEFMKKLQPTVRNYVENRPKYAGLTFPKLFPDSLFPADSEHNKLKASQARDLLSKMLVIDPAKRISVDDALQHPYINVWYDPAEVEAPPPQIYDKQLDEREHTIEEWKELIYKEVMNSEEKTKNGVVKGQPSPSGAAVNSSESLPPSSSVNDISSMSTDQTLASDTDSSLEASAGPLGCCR
# A340 absorber: compounds absorbing at 340 nm. compound absorbance at 340 nm, fold over control. fold change at 10 µM. 65,000 tested, under 10 active;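 active = at 10 µM dose, initial 340 nm absorbance at least 2 fold that of control wells; inactive = change under 2 fold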;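 also: initial absorbance extrapolated from kinetic A340 decline of NADH oxidation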
# PKA inh: blocks human protein kinase A activity; inhibition, % at 6 µM; PKA Kemptide phosphorylation, Kinase-Glo ATP luminescence; P17612; 0.1% of 65,000 active;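 active = inhibition above the screen-wide mean inhibition plus 3 SD, cut at about 21% in these data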; also: many of its hits are not listed in these tables
# ROCK2 blocker: blocks human Rho kinase 2 activity. inhibition, % at 6 µM. purified ROCK2, Kinase-Glo ATP depletion luminescence. O75116. 0.35% of 60,000 active;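 active = inhibition above the screen-wide mean inhibition plus 3 SD, cut at about 18% in these data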;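 also: plate controls were DMSO wells for no effect and Y-27632 control wells after no-enzyme background subtraction for full effect; many of its hits are not listed in these tables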
# MMP13 inh: blocks human MMP13 activity | MMP-13 fTHP FRET cleavage, Mca fluorescence | 0.07% of 65,000 active | P45452 | inhibition, % at 4 µM;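 active = inhibition above the mean of compound-free control plate wells plus 3 SD, cut at about 14% in these data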;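 also: 0% = DMSO wells and 100% = wells with reference MMP-13 inhibitor after basal subtraction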
# The depositor's hits bear a star; i = inactive; / = no result given; [ ] = dose if it differs, or a comment.
SMILES,HEK293 NFkB inh,Fluor 339 460,tolC growth inh,NADH coupling,JNK3 inh,A340 absorber,PKA inh,ROCK2 blocker,MMP13 inh
COCCNC(=O)c1cnn2c(C(F)(F)F)cc(-c3ccc4c(c3)OCO4)nc12,8,2.5*,-6,24%,0,1,7,5,0
O=S1(=O)CC(NCc2ccccc2)C(Nc2ccc(Cl)cc2)C1 (stereo unspecified),-2,1,4,6%,-3,0.99,6,2,2
CCSc1nnc(NC(=O)c2ccco2)s1,-10,1.1,4,2%,-1,1.2,10,-3,-6
Cc1cc(=O)oc2cc3c(cc12)OCCO3,15,3.6*,0,2%[fluoresces],2,1.1,8,10,-106[fluorescence artefact?]
COc1ccc(NC(=O)c2cc3n(n2)C(C(F)(F)F)CC(c2ccc4c(c2)OCO4)N3)cc1OC (stereo unspecified),9,1.1,43,5%,2,1,11,7,0
O=C(Nc1nnc(CCN2CCOCC2)s1)C1CCCCC1,17,1.1,-32,7%,1,1,-2,-1,-1
CC(C)c1ccc(NC(=O)c2cnn(-c3ccccc3)c2NC(=O)c2ccco2)cc1,-5,1,11,4%,2,1.1,7,3,4
O=C(NCC1CCCO1)c1ccc(/C=N/O)nc1 (stereo unspecified),3,1.1,-5,6%,2,1,-5,-6,-8
CC1CC(C)CN(C(=O)CSc2nnc(-c3ccc(Cl)cc3)o2)C1 (stereo unspecified),11,1,5,12%,-3,1,7,4,0
CC(=O)N(CC1CCCO1)c1nnc(-c2ccccn2)s1 (stereo unspecified),10,1.3,-10,2%,3,1,3,0,-15
Cc1cc(NC(=O)CSc2ccc3nnc(-c4ccc(Cl)cc4)n3n2)no1,23,1.6,-5,8%,-2,1,-1,-4,-13
Cc1c(C(=O)Nc2nnc(C(F)(F)F)s2)oc2ccccc12,-6,1.1,33,3%,0,1.1,12,6,0
Cc1c(NC(=O)NCCN2C(=O)C3C4C=CC(C4)C3C2=O)c(=O)n(-c2ccccc2)n1C (stereo unspecified),14,1.1,-1,6%,-3,1.1,5,0,10
O=C(NCCc1ccccc1)C1CCN(C(=O)c2sccc2-n2cccc2)CC1,14,1.1,7,5%,1,1.1,-11,2,-3
CN1CCN(CCCN2c3ccccc3Sc3ccc(C(F)(F)F)cc32)CC1,/,1.1,5,3%,-6,0.95,-1,2,-8
CC1(C)CC(=O)C2=C(C1)N(c1cccc(O)c1)C1=C(C2)C(=O)CC(C)(C)C1,21,3.6*,-10,12%[fluoresces],2,1,1,-1,-27
Cc1csc(SCC(=O)Nc2nc(-c3ccccc3)cs2)n1,13,1.1,91*,4%,2,1,-3,2,0
Cn1nnnc1SCc1ccc(F)cc1,-8,1.1,1,3%,-6,1.1,9,6,5
CCOc1ccc(C(=O)Nc2c3c(nn2-c2ccc(C)cc2)CS(=O)C3)cc1OCC (stereo unspecified),18,1,7,8%,2,1.1,-8,-8,6
Oc1ccccc1-c1cc(-c2ccc3c(c2)OCCO3)n[nH]1,-47,1.1,99*,4%,/,1,4,/,-1
CC(NO)C(C)(C)NO (stereo unspecified),-1,1,-24,3%,1,0.98,4,0,2
CC1CCN(C(=O)C2c3ccccc3C(=O)N3CCc4ccccc4C23)CC1 (stereo unspecified),18,1.2,10,5%,1,0.97,9,4,-3
Cc1ccc(OCCN2C(=O)c3ccccc3C2=O)c(C)c1,0,1.1,4,8%,-3,1,5,6,-2
Cn1c(=O)c2c(nc(Br)n2C)n(C)c1=O,10,1.1,-8,5%,2,1,2,3,-4
CCN(CC)S(=O)(=O)c1ccc(S(=O)(=O)N2CCN(CCC#N)CC2)cc1,5,1.1,1,0%,-5,1,7,7,-2
CC(CCc1ccco1)NC(=O)c1cc2c(-c3ccccc3F)nn(C)c2s1 (stereo unspecified),-6,1.2,25,4%,6,1,3,4,-28
COc1ccccc1-c1nc(-c2ccc(Br)cc2)no1,-43,1.1,5,4%,2,1,1,3,-6
CCOC(=O)N1CCN(C(=O)CN(c2ccc(Cl)c(C(F)(F)F)c2)S(C)(=O)=O)CC1,16,1.1,-6,3%,/,1,6,/,-3
CC(C)(CC(=O)N1CCN(c2ccc(Cl)cc2)CC1)CC1=NS(=O)(=O)c2ccccc2N1,17,1.2,39,3%,-2,1,12,-3,-1
COc1ccccc1-c1cc(C(=O)Nc2c(C)n(C)n(-c3ccccc3)c2=O)no1,15,1.1,10,5%,0,1,1,4,3
CCOC(=O)c1cccc(NC(=O)Nc2cc(OC)ccc2OC)c1,9,1.1,83*,4%,-4,1.1,1,0,-1
Cc1ccc(S(=O)(=O)C(C#N)c2nc3ccccc3nc2N2CCCC2)cc1C (stereo unspecified),13,2.4*,59,9%,-4,1.1,-1,1,-72[fluorescence artefact?]
Cc1nc2sccn2c1-c1nc(-c2cc3ccccc3o2)cs1,6,1.2,-3,4%,6,1.1,6,3,-3
Cn1nnnc1SCC(=O)N1CCN(c2ccc(Cl)cc2)CC1,1,1.1,-3,1%,-3,1.1,9,6,0
Cc1cccn2c(=O)c3cc(C(=O)NCc4cccnc4)c(=N)n(C(C)C)c3nc12,11,3.7*,4,11%[fluoresces],/,1.1,4,/,i[fluorescence artefact?]
CCN(CC)C(=O)C1CCCN(Cc2ccc(OC)c(C)c2)C1 (stereo unspecified),18,1.1,-15,17%,-6,1.1,0,-1,-1
O=C(NCCCN1CCOCC1)c1ccc(CS(=O)(=O)c2ccc(Br)cc2)o1,12,1,-14,2%,-2,1,3,1,6
COc1ccccc1-c1nnc(SC/C(O)=C(\C#N)c2nc3ccccc3[nH]2)n1C1CCCCC1,5,0.96,71*,8%,1,1.1,9,5,3
COC(=O)c1[nH]c2ccccc2c1NC(=O)CN1CCN(c2cccc(Cl)c2)CC1,11,1.4,16,11%,-3,1,-2,4,-19
CC(=O)Nc1cccc(-c2nc3ccc(NC(C)=O)cc3[nH]2)c1,8,4.9*,-23,5%[fluoresces],-6,1,-4,-2,-426[fluorescence artefact?]

# Three compounds out of the list above, sorted by the value under HEK293 NFkB inh, low to high:
SMILES | HEK293 NFkB inh
Cn1nnnc1SCC(=O)N1CCN(c2ccc(Cl)cc2)CC1 | 1
CCOC(=O)c1cccc(NC(=O)Nc2cc(OC)ccc2OC)c1 | 9
Cc1cccn2c(=O)c3cc(C(=O)NCc4cccnc4)c(=N)n(C(C)C)c3nc12 | 11

# (listing goes on)
SMILES,HEK293 NFkB inh,Fluor 339 460,tolC growth inh,NADH coupling,JNK3 inh,A340 absorber,PKA inh,ROCK2 blocker,MMP13 inh
COc1ccc(NC(=O)N(Cc2cc3cc(OC)ccc3[nH]c2=O)CC2CCCO2)cc1 (stereo unspecified),11,1.9,-1,14%,4,1.1,-1,-5,-8
Cn1nc(CC(=O)Nc2ccc(N3CCN(C(=O)OC(C)(C)C)CC3)cc2)c2ccccc2c1=O,45*,1.1,11,2%,-3,1,7,5,-2
O=C(CCC(=O)NC1CCN(Cc2ccccc2)CC1)NCc1ccco1,5,0.96,-12,5%,3,1,9,4,-1
CCOC(=O)c1cc2sccc2n1CC(=O)N1CCCC1,5,1,-8,5%,2,0.99,6,0,0
CCN(CCCNC(=O)c1cn(CC)c2ccc(S(=O)(=O)N(C)C)cc2c1=O)c1cccc(C)c1,25,1,20,6%,11,1,0,0,1
S=C(c1ccc(-c2ccc(Cl)c(Cl)c2)o1)N1CCOCC1,-25,1.1,65*,5%,-2,1.1,-5,-2,4
Cc1cc(C)c(S(=O)(=O)N(C)CC(N)=O)c(C)c1,0,1.1,-8,3%,-4,1,7,4,-3
CC(=O)c1c(N(C)C)ccnc1C(F)(F)F,7,1.2,1,8%,2,1.1,-3,-4,0
Cn1c(SCC(=O)N2CCc3ccccc32)nc2cccnc21,6,1.1,-7,3%,-1,1,10,4,5
Cc1ccc(-n2c(Cc3cccn3C)nnc2SCC(=O)Nc2nnc(C)s2)cc1,22,1.1,-1,5%,5,1,2,4,4
CCc1ccccc1NC(=O)CN(C)C(=O)CN1C(=O)NC2(CCCCCC2)C1=O,8,1.1,-10,12%,0,1,6,0,-4
CCn1c(SCC(=O)N2CCCc3ccccc32)nc2ccccc2c1=O,9,1.1,40,5%,16,1,-3,-1,3
CN(C)c1oc(-c2ccccc2F)nc1C#N,9,2.4*,4,2%[fluoresces],-4,1.1,-6,4,-419[fluorescence artefact?]
CC1(C)Cc2c(c(-c3ccccc3)[nH]c(=O)c2C#N)CO1,10,1.2,-20,9%,-1,1.2,0,2,4
O=C(Cn1c(C(=O)N2CCc3ccccc3C2)cc2sccc21)c1ccccc1,19,1.1,29,1%,2,1,10,4,7
O=C(CSc1nncc2ccccc12)N1CCOCC1,16,1.1,-13,4%,2,1,-3,-3,4
Nc1ccc(-n2c(N)c(C(=O)NCc3ccc4c(c3)OCO4)c3nc4ccccc4nc32)cc1,12,1.9,0,7%,21*,1,0,3,-4
COCc1[nH]nc2c1C(c1ccc(OC)c(OC)c1)C(C#N)=C(N)O2 (stereo unspecified),-1,1,-21,7%,2,0.96,11,6,-7
CCCS(=O)(=O)n1nc(-c2ccc(OC)cc2OC)cc1N,12,1.1,-8,2%,2,1.1,6,5,-3
Fc1ccc(C(c2ccc(F)cc2)N2CCN(C/C=C/c3ccccc3)CC2)cc1,/,0.99,76*,4%,0,0.98,-1,2,7
Cn1c(=O)c2c(nc(SCCN3CCOCC3)n2Cc2ccc(F)cc2)n(C)c1=O,12,1.2,-5,3%,-3,1,-4,0,-2
O=C(CC12CC3CC(CC(C3)C1)C2)NCC(=O)N1CCCC1,18,1.1,-1,6%,-1,1,5,10,0
CC(NC(=O)c1cc2ccccc2o1)C(=O)O (stereo unspecified),12,1.1,-23,7%,-2,0.97,-2,-5,6
CN(C)C=Nc1ncc2c3ccccc3n(CCN(C)C)c2c1C#N,25,2.3*,10,16%,11,1.2,12,9,-19
CC(C)NC(=O)COC(=O)c1ccc(O)cc1,8,1.1,-6,5%,-3,0.98,10,3,-3
CCn1c(CSc2ncccn2)nnc1SCC(=O)N1CCc2ccccc21,10,1.1,0,4%,-1,1,0,4,-5
Cc1occc1-c1nnc(SCC(=O)NCc2ccco2)n1CC(C)C,-3,1.3,1,11%,5,1,7,4,-7
Cc1ccc(OCC(=O)N(C)CCc2ccccn2)cc1,/,1.1,14,20%,-7,1,4,2,-14
CCC(=O)N1c2ccc(S(=O)(=O)CCC(=O)N3CCN(c4ccccc4)CC3)cc2CC1C (stereo unspecified),6,1.2,-7,5%,-4,0.98,3,2,5
CC(O)c1cccc(NC2=CC(=O)CC(C)(C)C2)c1 (stereo unspecified),6,1.1,-15,8%,4,1.1,7,4,5
CCCn1nnc(NC(=O)c2ccc(Br)cc2)n1,-7,1.1,-3,7%,2,1,9,9,-3
CCCCC(=O)Nc1ccc(F)c(Cl)c1,-3,1.1,10,6%,3,1,-2,-6,0
CCCCN1CC(COc2ccccc2)OC1=O (stereo unspecified),-4,1,-1,3%,3,0.96,4,4,1
N#Cc1c(/N=C/c2ccco2)oc(-c2ccccc2)c1-c1ccccc1,10,1.1,77*,3%,5,1,4,-1,-9

# A portion of the library, so the mix of outcomes need not match the whole.
